From PubChem BioAssay
AT treatment: candidate therapy for ataxia-telangiectasia; […] A-T fibroblasts, KAP-1 phosphorylation AlphaLISA; neocarzinostatin DNA damage 30 min before lysis; 0.19% of 320,000 active; Potency, µM (doses to about 57.5 µM), for the others: at the highest dose activation, usual class: activators; AID 485349; further: potency means the concentration at half of the fitted maximal effect; % of control where 0% means no effect; nearly all actives have a fitted effect of over 45% in size
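hTERT-immortalized A-T patient fibroblasts ([…]), 500 cells/well in OPTI-MEM, 1% FBS, got compounds for 60 min, then NCS for 30 min at 37C. Lysates were then assayed for phospho-KAP-1 by AlphaLISA (anti-pKAP1 donor, anti-KAP1 acceptor beads), 6 hr at 25C.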
TCR activator: activators of T cell receptors; primary human leukocytes, anti-CD3, IL-2 HTRF, 48 h; Potency, µM (doses to about 9.22 µM), for inactives: at the top dose activation of IL-2 secretion, hits mostly activators; 330,000 tested, under 10 active; further: % of control where 0% means no effect
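Using a-CD3 beads without co-stimulation, primary human leukocytes were exposed to compounds for 48 hr. An HTRF IL-2 kit measured the cytokine, with europium-to-d2 energy transfer producing emission at 665nm upon 320nm excitation.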
Chronic BCR inh: inhibitors of chronic active B-cell receptor signaling | 0.05% of 340,000 active | Potency, µM (series often up to 46.1 µM), for the others: at the top dose ratio change, negative = lower green/red ratio, hits mostly inhibitors | ABC-DLBCL IkBa-CBG/CBR reporter, luminescence ratio, 4 h; active means well fitted inhibition curve with a large enough effect in the signal ratio, with a control signal flat, not every such curve was filed as active; inconclusive means small, poorly fitted or top-dose-only effect, or effect the other way, or a change in a side signal; the % refers to the signal ratio;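 further: potency means the concentration at half of the fitted maximal effect; plate controls were basal doxycycline-induced cells for no effect and cells given 10 µM MG132 for full effect; MG132 reads +100%, hits lower the ratio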
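TMD8 human ABC-DLBCL cells with doxycycline-inducible IκBα–green luciferase fusion and unfused red luciferase, in 0.5% FBS medium; compounds up to 46 uM, 4 h at 37C. Green/red luminescence ratio, filter-overlap corrected, fitted to concentration-response curves.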
Eya2 phos inh: inhibitors of human Eya2 phosphatase activity; O00167; recombinant Eya2, OMFP fluorescence dephosphorylation (OMFP is methylfluorescein phosphate); Potency, µM (titrated, usually from 76.9 µM), for the others: at the top dose activity, negative = inhibition, most hits filed as inhibitors; 0.006% of 330,000 active; AID 488837; further: potency means the concentration at half of the fitted maximal effect; on the % scale 0 is the no-effect control and ±100 the full control effect
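Eya2 (0.2 uM) preincubated 10 min at ambient with compound, then OMFP substrate added at 50 uM; 10 min reaction in 50 mM HEPES pH 7.5, 50 mM NaCl, 5 uM MgCl2, 0.05% BSA, 1 mM DTT. Fluorescence read at Ex 485/Em 525 nm.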
Mito fusion act: mitochondrial division inhibition or fusion activation | S. cerevisiae fusion-defective mutant growth rescue, CellTiterGlo 48 h | 0.23% of 320,000 active | Potency, µM (highest dose often 46.1 µM), for inactives: at the top dose growth rescue (activation), actives largely listed as activators;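 further: potency means the concentration at half of the fitted maximal effect; % of control where 0% means no effect; nearly all actives have a fitted effect of over 45% in size; temperature-sensitive fusion mutants such as fzo1-1 at 37 °C on non-fermentable ethanol glycerol medium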
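Yeast fusion mutant, YPEG (non-fermentable carbon), compound, 48 h at 37C non-permissive; CellTiterGlo added, 10 min RT, luminescence read. Rescued growth = division inhibition.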
TSHR antag: human thyrotropin receptor antagonism; P16473; TSHR-expressing cells, TSH-stimulated cAMP HTRF, 2 h; hits give low values; activity change, negative = inhibition, % at 11.5 µM; 0.2% of 330,000 active;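 active means activity change below a set negative limit, meaning inhibition stronger than a set level, cut at about -70% in these data; inconclusive means activity change between two set negative limits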; further: on the % scale 0 is the no-effect control and ±100 the full control effect
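Antagonism was scored as loss of TSH-driven cAMP in TSHR cells, stimulated with 4nM TSH (EC80) for 2 hours at 37 deg C and detected by homogeneous HTRF competition immunoassay.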
Tb PFK block: T. brucei PFK enzyme inhibition. T. brucei PFK, ADP-Glo luminescence. Potency, µM (series often up to 57.5 µM), inactives show top-dose activity, negative = inhibition, most hits filed as inhibitors. 0.17% of 330,000 active. AID 485367;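 further: potency means the concentration at half of the fitted maximal effect; 0% = uninhibited 1x PFK enzyme wells and -100% = no-enzyme wells; nearly all actives have a fitted effect of over 60% in size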
Target sequence (O15648 whole entry, looked up): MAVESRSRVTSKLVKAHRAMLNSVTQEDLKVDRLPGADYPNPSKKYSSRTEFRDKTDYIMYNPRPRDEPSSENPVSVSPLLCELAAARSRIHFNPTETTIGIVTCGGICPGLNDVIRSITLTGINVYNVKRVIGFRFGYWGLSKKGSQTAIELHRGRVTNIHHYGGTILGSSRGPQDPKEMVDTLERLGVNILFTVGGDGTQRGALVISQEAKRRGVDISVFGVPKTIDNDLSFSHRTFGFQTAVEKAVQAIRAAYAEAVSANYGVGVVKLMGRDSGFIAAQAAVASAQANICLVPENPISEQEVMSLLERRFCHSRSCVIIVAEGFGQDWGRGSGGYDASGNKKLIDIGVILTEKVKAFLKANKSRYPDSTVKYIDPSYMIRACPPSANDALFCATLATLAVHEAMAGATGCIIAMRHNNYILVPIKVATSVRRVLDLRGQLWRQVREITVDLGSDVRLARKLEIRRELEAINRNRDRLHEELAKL
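ADP-Glo luminescence quantified ADP after 45 min at room temperature, with 1.25 nM T. brucei PFK, 0.1 mM ATP and 0.5 mM fructose-6-phosphate in pH 8.0 TEA buffer. qHTS titrations up to 57 µM; curves classified by quality.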
S-ASM inh: inhibitors of human secretory acid sphingomyelinase. P17405. placental ASM, HMU-PC fluorogenic substrate, 60 min. Potency, µM (highest dose often 57.5 µM), without a hit: at the top dose activity change, negative = inhibition, hits mostly inhibitors. 0.006% of 340,000 active. AID 504937; further: potency means the concentration at half of the fitted maximal effect
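Fluorogenic HMU-PC substrate (9 uM final) is turned over by placental ASM in 60 min at 37 C after a 10 min compound preincubation. Reaction ended by alkaline stop (pH 10), with fluorescence read at 386/447 nm.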
Integrin act MD: integrin-mediated muscular dystrophy alleviation activation. alpha7betagal myoblasts, beta-gal FDG fluorescence, 48 h. Potency, µM (doses to about 38.3 µM), for the others: top-dose activation, most hits filed as activators. 0.064% of 350,000 active. AID 624291;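 further: potency means the concentration at half of the fitted maximal effect; 100% = response of the positive control SU9516; nearly all actives have a fitted effect of over 60% in size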
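Alpha7betagal+/- myoblasts (passage 13) were plated 16-24 hr, then exposed to compounds (1:260 dilution of DMSO stock) for 48 hours at 37C. After MPER lysis, β-galactosidase reporter activity was read as FDG fluorescence (ex 480/em 540) after 30 minutes.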
TSG101-PTAP inh: blocks PTAP/TSG101 interaction to inhibit HIV-1 budding; Fluorescence polarization, FITC-PTAP peptide / Tsg101 binding; Potency, µM (titrated, usually from 115 µM), for the others: at the top dose activity change, negative = inhibition, actives largely listed as inhibitors; 340,000 tested, under 10 active; AID 493005; active means well fitted inhibition curve with a large enough effect in the main read-out, with a control signal flat, not every such curve was filed as active; inconclusive means small, poorly fitted or top-dose-only effect, or effect the other way, or a change in a side signal; inactive means no such curve, though single readings can be large or run the other way; further: potency means the concentration at half of the fitted maximal effect; % of control where 0% means no effect
Target sequence (Q99816 whole entry, looked up): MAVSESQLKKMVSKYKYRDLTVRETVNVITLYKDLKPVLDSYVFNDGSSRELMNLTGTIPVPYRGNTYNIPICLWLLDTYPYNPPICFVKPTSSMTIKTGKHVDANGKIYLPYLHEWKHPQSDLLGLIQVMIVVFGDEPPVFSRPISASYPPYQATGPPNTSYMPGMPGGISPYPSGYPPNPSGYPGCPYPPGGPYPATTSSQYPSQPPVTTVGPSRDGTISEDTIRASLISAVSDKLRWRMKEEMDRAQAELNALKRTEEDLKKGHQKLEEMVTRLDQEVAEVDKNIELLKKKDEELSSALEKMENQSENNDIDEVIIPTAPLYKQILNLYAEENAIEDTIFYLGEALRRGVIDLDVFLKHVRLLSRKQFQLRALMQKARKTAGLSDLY
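Compounds were pin-transferred onto Tsg101 binding domain (10 uM final) in HEPES pH 7.5 buffer, then FITC-PTAP peptide was added at 50 nM final. After 20 min at RT, polarization reported peptide displacement across a qHTS concentration series.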
ELG1 DNA repair: ELG1-dependent DNA repair inhibition | HEK293T ELG1-luciferase reporter, luminescence, 16 h; DNA damage induced by 5-fluorouridine | Potency, µM (titrated, usually from 46.1 µM), inactives show at the highest dose activity change, negative = inhibition, actives largely listed as inhibitors | 2.3% of 330,000 active; further: potency means the concentration at half of the fitted maximal effect; on the % scale 0 is the no-effect control and ±100 the full control effect; nearly all actives have a fitted effect of over 55% in size
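5-Fluorouridine DNA damage + compound/DMSO, 2,000 cells/well, 16 h, 37 °C/5% CO2. ONE-Glo, 30 min RT, luminescence. Readout = decrease in reporter signal.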
Numbers without * were called inactive; i = inactive; ? = inconclusive; . = not tested or not shown; & = joins results of further samples; [ ] = dose if it differs, or a comment. Unless noted, the call rests on the fitted dose curve; in most records, active means well fitted curve in the direction sought with a large enough effect; inconclusive means small, poorly fitted or top-dose-only effect, or another doubt; inactive means no such curve, though single readings can be large; an effect the other way counts as inactive or inconclusive. These rows are one share of the data (hit frequency here may not be typical).

Sequence of screens: AT treatment	TCR activator	Chronic BCR inh	Eya2 phos inh	Mito fusion act	TSHR antag	Tb PFK block	S-ASM inh	Integrin act MD	TSG101-PTAP inh	ELG1 DNA repair
- COCCNC(=O)c1ccc(N2CC3CC(C2)c2cccc(=O)n2C3)c([N+](=O)[O-])c1 (configuration not stated)
 : 1%	-13%	0%	1%	-7%	7	-5%	-4%	11%	-1%	8%
- COc1ccccc1NC(=O)c1cn(CCC#N)nc1-c1ccc(F)cc1
 : 7%	3%	-4%	4%	10%	-6	2%	-2%	-28%	-3%	-1%
- CN(C)P(=O)(CCl)Nc1ccccc1 (configuration not stated)
 : -1%	-1%[46.1 µM]	-4%	-2%	-7%	18	-5%	2%	3%	-5%	17%
- CCOP(=O)(OCC)C(Nc1cccc([N+](=O)[O-])c1)c1ccc(OC)cc1 (configuration not stated)
 : 38%	1%	-3%	-7%	5%	-4	-1%	-3%	42%	-6%	?
- Cc1cc(OC(C)C(=O)NCC(O)c2ccccc2)c2c3c(c(=O)oc2c1)CCC3 (configuration not stated)
 : 6%	-2%	-16%	-5%	-3%	1	-2%	-2%	-11%	-5%	11%
- O=C(Oc1c(Cl)cc(Cl)c2ccccc12)N1CCCCC1
 : 4%	-1%	?	0%	18%	-4	-2%	-9%	-1%	-1%	?
- CCOP(=O)(OCC)C1(C(=O)O)CCCC1
 : -10%	-1%	?	22%	3%	2	0%	-1%	26%	-1%	8%
- COc1ccc(/C=C2\SC(=O)N(CCn3cnnn3)C2=O)cc1
 : 1%	-2%	-2%	13%	0%	-4	-4%	-1%	8%	3%	?
- O=C1C2CCCN2C(c2cccnc2)N1c1ccc(Cl)cc1 (configuration not stated)
 : 0%	-3%	-2%	12%	-2%	6	0%	2%	13%	-8%	1%
- Cc1noc(C)c1C(=O)N1CCC2(CC1)OCCO2
 : -4%	.	2%	10%	-3%	5	8%	3%	8%	.	?
- CC(C)Oc1cccnc1N(C)C1CCN(Cc2ccccc2)CC1
 : .	-1%	.	-2%	?	15	.	8%	.	0%	.
- COc1ccc2[nH]c3c(c2c1)CCNC3
 : -4%	-2%	-1%	5%&0%	?	25&16	-6%	-3%	20%	-3%	18%
- O=C(Cc1ccccc1)N1CCN(CCCc2ccccc2)CC1
 : -4%	.	0%	?	1%	-3	0%	5%	-12%	-6%	-8%
- COc1ccc(NC(=S)NC(NC(=O)CF)C(Cl)(Cl)Cl)cc1[N+](=O)[O-] (configuration not stated)
 : 2%	-7%	-3%	-3%	15%	-2	0%	-2%	3%	0%	2%
- C(CCc1nn[nH]n1)CCc1nn[nH]n1
 : 10%	-1%[46.1 µM]	4%	8%	7%	30	-2%	-1%	-8%	1%	29%

Another view of some results above:
canonical_smiles: CCOP(=O)(OCC)C(Nc1cccc([N+](=O)[O-])c1)c1ccc(OC)cc1 (configuration not stated)
  AT treatment: 38%
  TCR activator: 1%
  Chronic BCR inh: -3%
  Eya2 phos inh: -7%
  Mito fusion act: 5%
  TSHR antag: -4
  Tb PFK block: -1%
  S-ASM inh: -3%
  Integrin act MD: 42%
  TSG101-PTAP inh: -6%
  ELG1 DNA repair: ?

canonical_smiles: COCCNC(=O)c1ccc(N2CC3CC(C2)c2cccc(=O)n2C3)c([N+](=O)[O-])c1 (configuration not stated)
  AT treatment: 1%
  TCR activator: -13%
  Chronic BCR inh: 0%
  Eya2 phos inh: 1%
  Mito fusion act: -7%
  TSHR antag: 7
  Tb PFK block: -5%
  S-ASM inh: -4%
  Integrin act MD: 11%
  TSG101-PTAP inh: -1%
  ELG1 DNA repair: 8%

Continued:
Sequence of screens: AT treatment	TCR activator	Chronic BCR inh	Eya2 phos inh	Mito fusion act	TSHR antag	Tb PFK block	S-ASM inh	Integrin act MD	TSG101-PTAP inh	ELG1 DNA repair
- Cc1nc2c(-c3ccccc3)c(C)nn2c(C)c1CCC(=O)N1CCC2(CC1)OCCO2
 : -1%	7%[46.1 µM]	-3%	3%	-2%	-7	3%	-3%	-18%	-5%	-1%
- COc1ccc(N=Nc2c(O)[nH]c(=S)[nH]c2=O)cc1
 : -7%	2%	?	5%	0%	0	6%	-3%	-6%	24%	?
- CCN1CCN(/C=N/c2nc(C)cs2)CC1
 : -2%	-9%	1%	1%	3%	-6	-3%	4%	5%	-4%	?
- Clc1ccccc1CN1CCN(c2cccc3[nH]ccc23)CC1
 : 6%	5%	-3%	?	6%	-12	1%	-1%	14%	0%	-14%
- CCCCn1c(N)c(C(=O)NCCN2CCOCC2)c2nc3ccccc3nc21
 : 18%	-2%	?	11%	3%	1	2%	i	-5%	-2%	5.8µM*
- O=C(COc1ccc(Br)cc1)N1CCN(Cc2ccc3c(c2)OCO3)CC1
 : -1%	-5%	1%	1%	13%	-6	1%	-2%	?	-3%	-14%
- O=c1[nH]c(=S)n(CCC2=CCCCC2)c(O)c1C=NC1CCN(Cc2ccccc2)CC1
 : -4%	10%	?	11%	0%	10	0%	-4%	4%	4%	-3%
- COc1cccc(-n2c(O)c(C=NCc3ccc4c(c3)OCO4)c(=O)[nH]c2=O)c1
 : -4%	13%	-5%	1%	1%	3	-4%	-1%	-3%	-6%	4%
- COc1ccc(Cl)cc1C(=O)C1CCCN(Cc2cnc(C)s2)C1 (configuration not stated)
 : 1%	5%	?	-4%	25%	-25	-8%	-1%	2%	-2%	18%
- O=C(c1cc(S(=O)(=O)N2CCCCC2)ccc1F)N1CCC2(CC1)OCCO2
 : 2%	2%	?	-1%	0%	-6	0%	5%	1%	-5%	1%
- C=Cn1ccnc1P(=S)(c1cc(N(CC)CC)ns1)c1nccn1C=C
 : 9%	-1%	-1%	3%	-4%	9	-3%	0%	-3%	-5%	13%
- COc1cc2c(cc1C=O)OCO2
 : .	8%[46.1 µM]	-4%	-11%	-1%	-3	1%	18%	?	-1%	8%
- Cc1cc(N2C(=O)C3CCCN3C2c2ccccc2)no1 (configuration not stated)
 : 7%	0%	-1%	10%	1%	30	-1%	5%	-20%	-2%	?
- NC(=O)CSc1nnc([C@@H](N)Cc2c[nH]c3ccccc23)o1
 : 1%	3%	?	-22%	0%	0	14%	-2%	7%	-5%	4%
- COc1ccc(Nc2nc(N3CCN(C)CC3)nc3ccccc23)c(OC)c1
 : -2%	-1%	?	-6%	-12%	8	1%	37%[activator]	3%	-11%	-1%
- N=C1c2ccccc2CN1NC(=O)c1ccc(Cl)cc1
 : -3%	.	-14%	-7%	-3%	1	3%	6%	41%	-13%	-3%
- CCN1C[C@]2(CO)CC[C@H](OC)[C@@]34C2[C@H](OC)[C@@](O)(C13)[C@@]1(O)C[C@H](OC)[C@H]2C[C@@H]4[C@@H]1[C@H]2OC
 : -2%	8%	0%	-4%	-4%	1	0%	1%	6%	0%	29%
- CC(=O)OC(CC(=O)O)C[N+](C)(C)C (configuration not stated)
 : -5%	1%	0%	-4%	-5%	14	0%	-3%	.	1%	18µM*
- COc1ccc(CNC(=O)C(NC(C)=O)C(C)C)cc1OC (configuration not stated)
 : 0%	-3%	-5%	-2%	0%	-11	1%	-1%	-14%	-1%	0%
- COC(=O)C1=C(c2ccc(-c3ccccc3)c(F)c2)C[C@@H]2CC[C@H]1N2C(=O)NCCO
 : -1%	-8%	0%	1%	-8%	-9	7%	0%	30%	-4%	-3%
- Cc1ccc(C)c(NC(=O)CSc2nnc([C@@H](N)Cc3c[nH]c4ccccc34)o2)c1
 : 11%	5%	?	-13%	0%	-5	-4%	-1%	6%	-15%	-1%
- CCCC[N+]12C3C[C@H](C4[C@H](O)[C@]5(C[C@@H]41)c1ccccc1N(C)[C@@H]35)[C@H](CC)[C@H]2O (some centres not stated)
 : -9%	5%	0%	-10%	8%	5	5%	-1%	0%	-1%	0%
- CC(C)CCOP(N)(=O)Oc1ccccc1 (configuration not stated)
 : 12%	-3%	-16%	6%	-5%	0	3%	2%	19%	0%	-1%
- COc1ccc(-n2c(SC)nc3ccccc3c2=O)cc1
 : 4%	2%	?	-1%	14%	-11	-2%	-1%	5%	-19%	-9%
